D1 ag = Allosteric Agonists of the Human D1 Dopamine Receptor: qHTS; AID 504660, 2011; hit rate 1% among 360,000; activation, % at 2 µM; D(1A) dopamine receptor (Homo sapiens), P21728; HEK293 T-REx D1 cells, calcium flux, agonist mode; also: 0% is about no effect
Target sequence (P21728 whole entry, looked up): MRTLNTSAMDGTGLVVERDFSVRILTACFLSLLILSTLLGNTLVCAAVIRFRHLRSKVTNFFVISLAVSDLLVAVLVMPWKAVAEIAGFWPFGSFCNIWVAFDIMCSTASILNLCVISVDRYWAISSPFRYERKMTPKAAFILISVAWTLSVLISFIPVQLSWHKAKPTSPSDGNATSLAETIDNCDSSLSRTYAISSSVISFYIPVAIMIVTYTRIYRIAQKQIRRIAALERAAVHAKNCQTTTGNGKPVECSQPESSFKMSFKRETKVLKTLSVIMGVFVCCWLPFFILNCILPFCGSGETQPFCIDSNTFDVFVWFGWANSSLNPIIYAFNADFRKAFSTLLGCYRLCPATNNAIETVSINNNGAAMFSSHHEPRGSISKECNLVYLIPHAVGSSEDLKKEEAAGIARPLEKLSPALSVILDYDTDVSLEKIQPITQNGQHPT
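Inducible HEK293 T-REx D1 cells, force-coupled to calcium signalling, were plated at 4000 cells/well with tetracycline and held overnight at 30 C. After no-wash calcium dye loading, compound-evoked calcium rise over 180 s flagged agonists.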
D2 PAM = HTS Assay for Positive Allosteric Modulators of the Human D2 Dopamine Receptor: Primary Screen for Potentiators; D(2) dopamine receptor (Homo sapiens), P14416; HEK293 T-REx D2, calcium flux, EC20 dopamine potentiation; potentiation, % at 10 µM; hit rate 0.34% among 340,000; AID 485347, 2010;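 active = potentiation over 3 SD above the plate norm, cut at about 30% in these data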; also: 0% is about no effect
Target sequence (P14416 whole entry, looked up): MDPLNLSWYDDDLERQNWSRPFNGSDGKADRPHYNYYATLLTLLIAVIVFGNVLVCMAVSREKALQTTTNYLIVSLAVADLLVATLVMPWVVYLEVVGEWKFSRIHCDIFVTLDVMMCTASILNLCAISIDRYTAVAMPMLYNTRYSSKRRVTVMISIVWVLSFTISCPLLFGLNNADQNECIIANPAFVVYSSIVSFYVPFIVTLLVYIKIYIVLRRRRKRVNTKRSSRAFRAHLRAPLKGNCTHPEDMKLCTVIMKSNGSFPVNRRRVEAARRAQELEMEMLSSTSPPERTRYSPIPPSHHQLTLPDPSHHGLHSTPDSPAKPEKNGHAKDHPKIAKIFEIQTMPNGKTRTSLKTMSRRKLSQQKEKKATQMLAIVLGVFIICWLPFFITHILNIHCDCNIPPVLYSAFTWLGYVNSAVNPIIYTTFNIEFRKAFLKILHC
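Potentiation of an EC20 dopamine calcium response measured kinetically over 180 s, after a preceding 180 s compound-only read flagging agonists. Cells: inducible Hek293 Trex D2 line, 4000/well, cultured overnight at 30 C before dye loading.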
D1 PAM = Potentiators of Human D1 Dopamine Receptor: qHTS; HEK293 TREx D1 cells, calcium flux, dopamine EC20 potentiation; potentiation, % at 10 µM; hit rate 0.036% among 360,000; D(1A) dopamine receptor (Homo sapiens), P21728; in the data active = potentiation above about 30%; also: 0% is about no effect
TRHR PAM = qHTS for Small Molecule Agonists and Allosteric Enhancers of Human TRH Receptor: Primary Screen for Enhancers; enhancement, % at 2 µM; AID 493056, 2011; TRHR cells, fluo-8 calcium fluorescence, EC20 TRH enhancement; Thyrotropin-releasing hormone receptor (Homo sapiens), P34981; hit rate 0.66% among 360,000; in the data active = enhancement above about 30%; also: 0% is about no effect
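Enhancer read-out: after compound pinning and an initial kinetic agonist-mode read, an EC20 of TRH (10 nM final) was injected and fluo-8 calcium signal (Ex 480/Em 530) followed at 1 s/cycle for 100 cycles in TRHR-expressing cells.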
TRHR ag = qHTS for Small Molecule Agonists and Allosteric Enhancers of Human TRH Receptor: Primary Screen for Agonists; TRHR cells, calcium flux fluo-8, FDSS agonist mode; activation, % at 2 µM; hit rate 0.18% among 360,000; Thyrotropin-releasing hormone receptor (Homo sapiens), P34981; AID 493084, 2011; also: 0% is about no effect
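Read-out: compound-evoked intracellular calcium rise in TRHR cells, fluo-8 dye, kinetic FDSS fluorescence at 1 s/cycle following a 10-cycle baseline. Cells cultured overnight before dye loading (30 min–1.5 h, RT).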
D1 antagonist = Antagonist of Human D 1 Dopamine Receptor: qHTS. D(1A) dopamine receptor (Homo sapiens), P21728. activity change, negative = inhibition, % at 10 µM. AID 504652, 2011. HEK293 TREx D1 cells, calcium flux, dopamine EC80; active compounds read low. hit rate 3.2% among 360,000; in the data active = activity change below about -30%; also: % is scaled to controls: 0 for no effect and ±100 for the full control effect
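Calcium flux readout: force-coupled, inducible Hek293 Trex D1 line, cells induced overnight at 30 C with tetracycline, dye-loaded 30–90 min at RT. Antagonism scored against EC80 dopamine challenge given 180 s after compound.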
RXFP1 antag = qHTS Assay for Antagonists of the Relaxin Receptor RXFP1; HEK293-RXFP1, relaxin-stimulated cAMP HTRF, 30 min; active compounds read low; activity change, negative = inhibition, % at 57.5 µM; AID 1259400, 2018; hit rate 0.59% among 350,000; Relaxin receptor 1 (Homo sapiens), Q9HBX9;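 active = activity change of -60% or lower, but not beyond a set lower limit; inconclusive = change between -60% and -40%, or beyond the set limit; inactive = change above -40%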; also: % is scaled to controls: 0 for no effect and ±100 for the full control effect
D2 antag = HTS Assay for Allosteric Antagonists of the Human D2 Dopamine Receptor: Primary Screen for Antagonists | D(2) dopamine receptor (Homo sapiens), P14416 | HEK293 TREx D2 cells, calcium flux, dopamine EC80 | inhibition, % at 10 µM | hit rate 2% among 340,000; in the data active = inhibition above about 30%; also: 0% is about no effect
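Antagonism is scored as inhibition of an EC80 dopamine-evoked calcium signal in a force-coupled, tetracycline-inducible HEK293 T-REx D2 line, with compound present 180 s before agonist.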
D2 ag = HTS Assay for Allosteric Agonists of the Human D2 Dopamine Receptor: Primary Screen for Agonists; D(2) dopamine receptor (Homo sapiens), P14416; HEK293 T-REx D2 cells, calcium flux agonist mode; activation, % at 2 µM; AID 485358, 2010; hit rate 0.53% among 340,000;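 active = activation over 3 SD above normal in the single-dose calcium agonist read, cut at about 30% in these data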; also: 0% is about no effect
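Tetracycline-induced HEK293 T-REx cells with force-coupled D2 receptor, plated overnight at 30 C, loaded with no-wash calcium dye. After a 10 s baseline, compound was pin-added and calcium flux read kinetically for 180 s; calcium rises flagged agonists.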
Numbers without * were called inactive; ? = inconclusive; . = not tested or not shown; & = joins results of further samples; ! = a repeat was not active. Rule as the data show it, unless noted: active = activation above about 30%; inactive = the rest.

SMILES	D1 ag	D2 PAM	D1 PAM	TRHR PAM	TRHR ag	D1 antagonist	RXFP1 antag	D2 antag	D2 ag
O=C(COC(=O)c1cccnc1Cl)c1ccccc1	-0.4	13.1	-2.8	5.2	-0.5	-10.5	-18.3	-2.1	0.0
C=CCNC(=O)c1onc(CSc2cc(C)cc(C)c2)c1C(=O)NCC=C	3.4	.	-1.6	0.3	-0.2	-17.3	.	.	.
Cc1ccc(CNc2nc3ccccc3n3cnnc23)cc1	-0.8&0.2	17.8	-4.1&-3.5	-0.5&-1.5	-0.3&-0.1	-37.2*!	.	.	0.8
CC(C)N1CC=C2C(C#N)=C(N)C(C#N)(C#N)[C@H](c3ccoc3)[C@H]2C1	13.4	0.4	-1.4	-2.4	8.5	3.3	.	-2.8	8.5
Cc1ccc(NC(=O)C(C)OC(=O)c2n[nH]c3ccccc23)cc1 (configuration not stated)	4.9	2.0	-3.1	2.6	-0.2	0.1	-2.8	-7.8	-0.3
CCCS(=O)(=O)c1c(S(=O)(=O)CCC)c2c(N)cccn2c1C(=O)c1ccc(F)cc1	2.4	2.3	-4.2	-1.5	-0.2	-7.5	1.1	-17.8	1.0
COC(=O)C1CCN(C(=O)Nc2ccc(OC)cc2)CC1	1.3	0.7	-6.8	-1.1	-1.4	2.0	-12.8	-9.7	0.3
Cc1ccc(NC(=S)N2CCN(S(=O)(=O)c3ccccc3)CC2)cc1	4.1	4.5	6.3	4.9	0.2	-17.5	-1.4	-9.2	-0.4
CN(Cc1ccccc1)c1ccc(-c2nc(-c3cccnc3)no2)cc1[N+](=O)[O-]	12.9	-4.2	-4.3	0.1	0.7	-25.4	.	.	-0.7
CCCCNCC1C(Oc2ccc(Cl)cc2)C(=O)N1c1ccccc1C (configuration not stated)	3.6	-24.1	0.8	-5.1	0.3	-5.8	?	25.5	0.9
O=C(c1ccccn1)N1N=C2/C(=C/c3ccc(F)cc3)CCCC2C1c1ccc(F)cc1 (configuration not stated)	4.7	8.3	6.8	-6.9	0.0	70.7	-33.6	12.8	1.4
Cc1ccc2c(c1)-c1c(ssc1=S)C(C)(C)N2C(=O)CSC1=NCCS1	-1.0	11.6	4.8	-14.0	0.0	16.5	12.2	-9.9	-0.2
CS(=O)(=O)NCC(c1cccnc1)N1CCN(c2ccccc2F)CC1 (configuration not stated)	2.4	7.4	-5.7	9.3	0.1	-6.8	6.9	-3.1	1.7
CN(C)S(=O)(=O)c1ccc(C(=O)N2CCC(c3nc4ccccc4o3)CC2)cc1	-0.9	-2.5	-0.2	1.5	-0.9	-4.4	-11.4	-1.1	1.4
CCOc1ccccc1NC(=O)CNC(=O)CNC(=O)Cc1ccccc1	0.1	-1.5	2.3	11.5	0.0	7.3	1.7	0.8	0.5
COc1cc(NC(=O)Cc2nn(C)c(=O)c3ccccc23)cc(OC)c1OC	-1.2	-4.7	-6.0	5.5	0.4	12.4	-11.0	-19.4	0.6
Cc1cccc(NS(=O)(=O)c2cccc(C(=O)N3CC(C)OC(C)C3)c2)c1 (configuration not stated)	3.8	4.0	-6.5	1.6	0.1	-12.2	2.5	-0.7	0.3
COc1ccccc1NC(=O)c1sc2nc3c(cc2c1N)CCCCCC3	1.8	-6.0	1.4	2.6	0.7	-1.7	-10.8	.	0.1
Cc1ccc(S(=O)(=O)N2CCN(C(=O)CCC(=O)NCc3ccc(F)cc3)CC2)cc1	1.2	2.2	9.4	-4.5	-0.2	7.6	-5.1	-14.4	1.1
CCCCCCOC(=O)CCc1c(C)nc(N)[nH]c1=O	-1.7	7.6	3.1	3.5	0.3	14.3	-7.2	14.0	-0.4

Pulled by compound from above (3):
SMILES	D1 ag	D2 PAM	D1 PAM	TRHR PAM	TRHR ag	D1 antagonist	RXFP1 antag	D2 antag	D2 ag
O=C(c1ccccn1)N1N=C2/C(=C/c3ccc(F)cc3)CCCC2C1c1ccc(F)cc1 (configuration not stated)	4.7	8.3	6.8	-6.9	0.0	70.7	-33.6	12.8	1.4
CCOc1ccccc1NC(=O)CNC(=O)CNC(=O)Cc1ccccc1	0.1	-1.5	2.3	11.5	0.0	7.3	1.7	0.8	0.5
CN(C)S(=O)(=O)c1ccc(C(=O)N2CCC(c3nc4ccccc4o3)CC2)cc1	-0.9	-2.5	-0.2	1.5	-0.9	-4.4	-11.4	-1.1	1.4

Carrying on:
SMILES	D1 ag	D2 PAM	D1 PAM	TRHR PAM	TRHR ag	D1 antagonist	RXFP1 antag	D2 antag	D2 ag
CCc1ccccc1NC(=O)CNC(=O)c1cn(Cc2ccccc2)nc1-c1cccnc1	0.1	.	-2.9	0.5	0.4	-1.8	-2.0	.	.
Cc1ccc(N(CC(=O)Nc2cc(Cl)ccc2Oc2ccccc2)S(C)(=O)=O)cc1C	11.8	4.5	-3.1	-2.8	1.2	4.0	-17.1	4.5	0.8
COc1ccccc1-c1nn2c(=O)cc(CN3CCN(C(=O)/C=C/c4ccccc4)CC3)nc2s1	1.4	7.1	-0.8	-4.9	-0.5	1.3	.	.	0.5
CCOc1ccc(CNCc2ccccc2Cl)cc1	7.1	-5.1	-3.3	-1.6	0.0	-4.7	-7.5	-31.0	1.9
[O-][n+]1c2ccc3nonc3c2nn1-c1ccccc1Cl	2.2	.	-3.9	-2.9	-0.5	-14.2	-5.2	5.2	1.1
CCn1cc2nc(SCc3ccccc3)n(Cc3ccc(C)cc3)c(=O)c2n1	7.4	11.5	7.5	-12.3	1.3	40.3	.	.	0.5
CCOc1ccc(-n2ccnc2SCC(=O)N2CCCc3ccccc32)cc1	0.6	1.1	-5.0	29.0	0.1	-5.7	-6.2	-9.3	-1.8
Cc1cccc(NC(=O)CCNS(=O)(=O)c2ccc3c(c2)CCCC(=O)N3)c1C	0.0	1.1	-4.2	-2.4	0.6	2.1	.	.	1.6
CSc1ccc(CNC(=O)C2CCC(=O)N(CCc3cccc(F)c3)C2)cc1 (configuration not stated)	8.6	6.1	-10.0	-10.6	-0.9	11.2	-14.4	17.8	0.3
Cc1ccccc1NC(=O)c1ccc(-c2ccc(Cl)cc2Cl)o1	3.0	-4.2	4.3	-3.8	0.0	3.0	-2.5	5.3	-0.2
COc1cc2c(cc1OC)C(COc1ccc(F)cc1)N(C(=O)c1cccc(F)c1)CC2 (configuration not stated)	1.5	-5.6	-1.8	-3.8	-0.4	-23.1	.	.	0.7
CCCn1c(SCC(=O)NCC2CCCO2)nc2c1c(=O)n(C)c(=O)n2C (configuration not stated)	1.2	-3.2	6.1	-4.1	1.1	-13.6	-6.4	-3.2	-0.2
Cn1c(=O)oc2cc(S(=O)(=O)NCCC(=O)Nc3ccc4c(c3)OCCO4)ccc21	-0.1	-2.5	-1.8	2.3	-0.3	10.8	7.9	-11.9	1.4
O=C(CCCCCn1c(=S)[nH]c2ccc(N3CCOCC3)cc2c1=O)NCc1ccccc1	1.0	-1.2	-10.2	-0.8	-0.5	-3.0	-27.0	16.5	-1.1
Cc1c(C(=O)NCc2ccccc2CN2CCCC2)oc2ccc(F)cc12	5.5	-25.7	.	0.7	0.0	-32.5*	-0.8	58.4*	-0.3
CCn1c(N)c(C(=O)NCCOC)sc1=S	2.0	1.3	1.2	3.7	1.3	-1.3	-3.6	4.0	0.7
O=C(CCNS(=O)(=O)c1ccc(Cl)cc1)NCc1cccs1	10.2	1.7	-3.3	-0.1	0.9	10.4	4.7	9.5	-0.4
Cc1cc(C)c(NS(=O)(=O)c2ccc3c(c2)n(C)c(=O)n3C)c(C)c1	1.9	5.3	9.9	10.9	-0.2	-6.6	4.1	19.4	1.0
O=C(Cc1c[nH]c2ccccc12)N1CCN(S(=O)(=O)c2cccc(Cl)c2Cl)CC1	2.2	11.1	-1.9	2.2	0.5	20.0	-8.1	-0.1	-0.3
CCC(Oc1ccccc1OC)C(=O)Nc1ccc2c(c1)n(C)c(=O)n2C (configuration not stated)	0.8	2.7	-4.0	6.9	-0.9	8.2	0.1	-2.5	-1.1

Next compounds.
SMILES	D1 ag	D2 PAM	D1 PAM	TRHR PAM	TRHR ag	D1 antagonist	RXFP1 antag	D2 antag	D2 ag
Cc1ccc(C)c(NC(=O)CSc2nc3ccccc3nc2N2CCOCC2)c1	1.3&0.5	1.0&6.7	6.5&-4.5	-0.7&6.2	-0.8&-0.8	-45.6*!	6.0	-25.4	0.0&-1.1
Fc1cccc(CSc2ncnc3c2oc2ccccc23)c1	1.9	-9.7	-5.2	-5.2	0.2	-92.6*	43.5	30.5*	0.8
O=C(CSc1nnc(-c2ccccc2F)o1)OCc1ccccc1	-2.9	5.3	-1.6	-2.9	-0.7	-7.4	-21.1	4.3	.
O=C1CC(N2CCC(c3nc4ccccc4s3)CC2)C(=O)N1 (configuration not stated)	1.1	.	-3.5	9.1	-0.1	4.3	-3.2	32.8*	-1.0
COc1cccc(NC(=O)CN(c2ccc(C)cc2)S(=O)(=O)c2c(C)nn(C)c2C)c1	3.9	-4.5	10.8	-0.3	33.4*	16.2	0.0	-9.1	1.5
O=C(Cc1cc(=O)oc2cc(O)ccc12)N[C@@H](Cc1c[nH]c2ccccc12)C(=O)O	2.0	10.7	-6.8	-7.7	0.6	-3.7	-8.9	12.1	0.5
CN(C(=O)c1ccc2nc(N)sc2c1)c1ccccc1	-3.0	12.4	2.3	-2.7	0.3	7.3	5.2	1.4	-0.8
C=CCc1cccc(CNc2c(C)n(C)n(-c3ccccc3)c2=O)c1O	9.5	-2.2	-7.5	0.2	-0.6	1.2	9.9	13.2	-2.6
COc1ccccc1N1CCN(c2nccc(C)n2)CC1	0.1	15.6	-3.4	-6.0	-0.5	4.6	4.3	2.5	-0.2
COc1ccccc1CNC(=O)C(NS(=O)(=O)c1ccc2c(c1)OCCO2)C(C)C (configuration not stated)	-0.2	-2.8	0.1	-1.0	-0.8	-29.4	9.6	-3.2	3.4
O=C(NCCc1csc(-c2ccccc2)n1)c1ccc(Br)o1	-2.2	-18.8	7.3	6.0	-0.6	-9.6	-12.9	-1.5	-0.8
O=C1/C(=C/c2cccc(F)c2)Oc2cc(O)ccc21	34.5*	5.1	-5.1	-0.1	21.0	-36.4*	-4.0	-6.8	4.7
